CHRM1 PAM: potentiates human M1 receptor response to acetylcholine; P11229; CHO-K1 hM1, Fluo-8 calcium fluorescence, ACh EC20; 0% = ACh EC20, 100% = maximal ACh; activation, % at 3 µM; 360,000 compounds, 0.088% hits; in the data active = activation above about 19%, passing the limit was not always enough
Target sequence (P11229 whole entry, looked up): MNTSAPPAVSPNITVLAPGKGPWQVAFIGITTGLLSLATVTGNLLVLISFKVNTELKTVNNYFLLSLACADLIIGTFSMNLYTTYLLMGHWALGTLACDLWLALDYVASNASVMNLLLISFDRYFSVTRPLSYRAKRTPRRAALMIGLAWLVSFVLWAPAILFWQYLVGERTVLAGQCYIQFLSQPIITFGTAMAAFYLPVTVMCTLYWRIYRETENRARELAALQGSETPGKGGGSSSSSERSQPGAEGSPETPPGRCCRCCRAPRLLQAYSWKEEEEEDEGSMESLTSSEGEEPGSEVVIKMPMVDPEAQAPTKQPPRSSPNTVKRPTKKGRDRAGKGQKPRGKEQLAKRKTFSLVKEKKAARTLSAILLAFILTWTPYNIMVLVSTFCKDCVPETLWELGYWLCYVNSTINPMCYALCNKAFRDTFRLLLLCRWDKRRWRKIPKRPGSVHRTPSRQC
M4 PAM: CHRM4 positive allosteric modulation | CHO-K1 hM4/Gqi5, Fluo-8 calcium fluorescence, ACh EC20; 0% = ACh EC20, 100% = maximal ACh | AID 624126 | 360,000 compounds, 0.4% hits | activation, % at 3 µM | P08173;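 active = activation above its plate's cutoff, the mean activation of sample wells plus 3 SD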; note: some results filed as inactive read as strong as hits
Target sequence (P08173 whole entry, looked up): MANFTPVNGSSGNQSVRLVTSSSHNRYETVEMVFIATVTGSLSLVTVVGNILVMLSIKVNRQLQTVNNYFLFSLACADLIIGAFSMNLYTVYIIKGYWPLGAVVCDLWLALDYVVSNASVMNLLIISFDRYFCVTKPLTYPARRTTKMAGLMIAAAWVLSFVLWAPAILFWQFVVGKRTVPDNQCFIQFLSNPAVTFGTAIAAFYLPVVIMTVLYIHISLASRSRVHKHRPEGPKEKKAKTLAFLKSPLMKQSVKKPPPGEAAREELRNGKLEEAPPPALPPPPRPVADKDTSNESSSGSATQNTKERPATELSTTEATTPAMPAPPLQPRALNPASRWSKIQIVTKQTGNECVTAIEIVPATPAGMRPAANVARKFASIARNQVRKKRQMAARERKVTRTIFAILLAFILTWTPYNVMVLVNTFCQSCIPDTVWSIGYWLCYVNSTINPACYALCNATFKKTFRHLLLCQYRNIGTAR
CHRM5 antagonist: CHRM5 antagonism in calcium assay; P08912; CHO-hM5 cells, Fluo-8 calcium fluorescence, ACh EC80; inhibition, % at 3 µM; 360,000 compounds, 0.59% hits;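 active = inhibition above a per-plate cutoff, the mean of that plate's test compounds plus 3 SD, cut at about 27% in these data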;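 note: 0% = acetylcholine EC80 with DMSO and 100% = DMSO without agonist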
CRFR2-BP ag: CRF-BP/CRF-R2 complex agonism | HEK293 CRF-R2/CRF-BP, calcium dye fluorescence (FLIPR); percent of saturating CRF peptide response | 350,000 compounds, 0.46% hits | activation, % at 13.2 µM;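 active = activation of at least 50%, plus an integration ratio under a set limit after plate pattern correction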;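 note: plate controls were neutral control wells without compound for no effect and CRF at EC100 for full effect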
M4 ag: CHRM4 agonism in calcium assay; P08173; CHO-K1 hM4/Gqi5, Fluo-8 calcium fluorescence; vehicle 0%, full acetylcholine response 100%; activation, % at 3 µM; 360,000 compounds, 0.14% hits; AID 624127;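 active = activation above the run mean over all test wells plus 3 SD, cut at about 32% in these data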;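 note: peak over basal fluorescence ratio per well then scaled between controls; 0% = DMSO wells and 100% = acetylcholine at EC100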
M4 antag: blocks acetylcholine activation of human M4 receptor. AID 624125. inhibition, % at 3 µM. 360,000 compounds, 0.73% hits. CHO-hM4 cells, ACh EC80, Fluo-8 calcium fluorescence. P08173;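 active = inhibition above its plate's cutoff, the mean inhibition of sample wells plus 3 SD, cut at about 27% in these data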;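 note: 0% = acetylcholine EC80 with DMSO and 100% = DMSO without agonist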
M5 ag: CHRM5 agonism in calcium assay. P08912. CHO-K1 hM5 cells, Fluo-8 calcium fluorescence; 0% DMSO wells, 100% maximal acetylcholine response. activation, % at 3 µM. 360,000 compounds, 0.19% hits. AID 624037;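 active = activation above the run's mean over test compounds plus 3 SD, cut at about 23% in these data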;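 note: signal is peak over basal fluorescence ratio across the kinetic read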
M5 PAM: CHRM5 positive allosteric modulation | P08912 | CHO-K1 hM5, Fluo-8 calcium, ACh EC20 PAM; 0% = ACh EC20, 100% = ACh EC100 | activation, % at 3 µM | 360,000 compounds, 0.3% hits | AID 624038;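 active = activation above the run cutoff, the mean activation of all test compounds plus 3 SD, cut at about 18% in these data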
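Test system: CHO-K1 hM5 cells / Doses: single-point, 3 µM nominal / Times: Post-acetylcholine fluorescence recording 140 s / Technique: Fluo-8 calcium fluorescence / Measure: Max/basal fluorescence ratio as % of EC20–EC100 ACh window / Benchmarks: low control EC20 acetylcholine (0%), high control EC100 acetylcholine (100%) / Replicates: one well per compound, no replicates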
CHRM1 antagonist: antagonists of human M1 muscarinic receptor; CHO-K1 hM1, Fluo-8 calcium fluorescence, ACh EC80 antagonist; inhibition, % at 3 µM; 360,000 compounds, 1.3% hits;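 active = percent inhibition above its own plate's cutoff, namely the mean of that plate's compound wells plus 3 SD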;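 note: peak over basal fluorescence ratio during 140 s after agonist addition; 0% = ACh EC80 plus DMSO and 100% = DMSO alone without agonist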
* hit, by the source's call; x = no result given.

#1 COc1ccc(C2c3[nH]c4ccccc4c3CCN2C(=O)c2cn3ccccc3n2)c(F)c1 (stereo not given)
#2 COc1ccc(NC(=O)COC(=O)Cn2cnc3ccccc3c2=O)c(OC)c1
#3 CCOc1ccc(-n2c(SC)nc3c(c2=O)SCC3)cc1
#4 COc1cccc(-n2cc(C(=O)NC(C)C)c3ccccc3c2=O)c1
#5 COc1ccc(S(=O)(=O)N(C)CC(=O)NCc2cccnc2)cc1C
#6 CCN(CC(=O)Nc1cc(S(=O)(=O)N2CCOCC2)ccc1Cl)Cc1ccccc1
#7 O=C(CSc1nc2ncc(Br)cc2[nH]1)Nc1ccccc1-c1ccccc1
#8 COc1ccc2c3n([n+]([O-])c2c1)CCN=C3c1ccc(Cl)cc1

Compound,1,2,3,4,5,6,7,8
CHRM5 antagonist,7,-5,10,6,0,16,4,1
CHRM1 antagonist,8,3,-10,-2,-24,5,6,3
CRFR2-BP ag,-0.1,-0.4,-1.3,-0.8,-0.8,3.3,1.0,-1.4
CHRM1 PAM,-8,-6,12,3,-3,-1,8,2
M5 PAM,-7,6,-6,-6,-3,-25,3,6
M4 antag,9,10,3,-12,2,-15,4,8
M4 PAM,-11,-7,4,3,5,2,2,6
M5 ag,-4,4,-8,-1,-4,-1,-2,0
M4 ag,3,1,0,1,1,14,3,0

Record cards, as listed above:
COc1ccc(C2c3[nH]c4ccccc4c3CCN2C(=O)c2cn3ccccc3n2)c(F)c1 (stereo not given) in the list: CHRM5 antagonist: 7; CHRM1 antagonist: 8; CRFR2-BP ag: -0.1; CHRM1 PAM: -8; M5 PAM: -7; M4 antag: 9; M4 PAM: -11; M5 ag: -4; M4 ag: 3
CCN(CC(=O)Nc1cc(S(=O)(=O)N2CCOCC2)ccc1Cl)Cc1ccccc1 in the list: CHRM5 antagonist: 16; CHRM1 antagonist: 5; CRFR2-BP ag: 3.3; CHRM1 PAM: -1; M5 PAM: -25; M4 antag: -15; M4 PAM: 2; M5 ag: -1; M4 ag: 14

More records follow.
#9 O=C(NNC(=O)c1cccs1)c1ccc(Cl)c(S(=O)(=O)N2CCCC2)c1
#10 C[C@H](NC(=O)c1ccco1)C(=O)Nc1ccc2c(c1)OCO2
#11 CCN(CC(=O)NCc1cccs1)CC(=O)Nc1c(Cl)ccc(C)c1Cl
#12 CCOC(=O)c1c(O)c2ccccc2n(CC)c1=O
#13 O=C(O)c1cc(-c2ccccc2)nc(-c2ccccc2)c1
#14 O=C(COC(=O)/C=C/c1ccc(C(F)(F)F)cc1)NCC1CCCO1 (stereo not given)
#15 COc1cc(NC(C)CCc2ccccc2)cc(OC)c1OC (stereo not given)
#16 COc1ccc([N+](=O)[O-])c(OC)c1C(=O)NC(=O)Nc1nc(C)nc(C)n1

Compound,9,10,11,12,13,14,15,16
CHRM5 antagonist,14,0,-5,-7,0,-4,8,-5
CHRM1 antagonist,1,-3,0,-10,2,-13,-10,-5
CRFR2-BP ag,0.5,-1.2,-4.3,2.0,-1.2,-0.4,-3.0,0.2
CHRM1 PAM,-1,6,2,8,4,6,2,10
M5 PAM,-6,-4,-5,-4,5,3,1,-5
M4 antag,-11,1,-8,-6,-10,0,5,-3
M4 PAM,6,0,-1,8,8,-2,-2,0
M5 ag,3,-2,3,-1,-2,7,0,-2
M4 ag,11,0,11,-1,1,2,1,0

#17 C=CCNC(=O)COc1ccc(Oc2ccccc2)cc1
#18 CCC1Oc2ccc(C)cc2N(CC(=O)NCCc2ccc(OC)c(OC)c2)C1=O (stereo not given)
#19 Cc1cccc(NC(=O)CSc2ncnc3sc(C)c(C)c23)n1
#20 COc1ccc2c(C)cc3n[nH]c(=S)n3c2c1
#21 CCOc1ccc(NC(=O)N2CCC(NC(=O)c3ccco3)CC2)cc1
#22 CCOC(=O)C1=C(c2ccccc2)Nc2ncnn2C1c1ccc(C(=O)O)cc1 (stereo not given)
#23 COC(=O)c1sccc1NC(=O)c1c(C)cc(=O)oc1C
#24 CCCc1cc(=O)oc2cc(OCC(=O)NCCCN3CCOCC3)c(Cl)cc12

Compound,17,18,19,20,21,22,23,24
CHRM5 antagonist,-9,1,15,3,-1,-8,-1,-8
CHRM1 antagonist,3,5,1,-11,2,-14,-8,-13
CRFR2-BP ag,0.1,-2.1,-6.9,-1.5,-1.1,-2.4,0.3,1.3
CHRM1 PAM,0,12,-1,7,3,-1,11,9
M5 PAM,17,-5,-5,-4,-1,8,0,4
M4 antag,-6,-9,11,3,9,-2,5,-12
M4 PAM,-3,3,-5,-5,4,-8,3,3
M5 ag,-3,3,0,-1,0,5,1,-2
M4 ag,0,7,3,0,1,0,0,1

#25 O=C(NCc1cccnc1)c1cc(-c2ccccc2)on1
#26 COc1ccc(N2CCN(CC(O)COCCOc3ccc(Br)cc3)CC2)cc1 (stereo not given)
#27 O=C(C1CCCN(S(=O)(=O)c2cccc3nsnc23)C1)N1CCc2ccccc2C1 (stereo not given)
#28 O=C(CCC(=O)N1CCCC1)Nc1ccc([N+](=O)[O-])cc1
#29 CN(C)CC(O)CN1C(=O)NC(C)(C)C1=O (stereo not given)
#30 Cc1cccc(OCc2nc3ccccc3n2C)c1
#31 c1ccc2nc3c(nc2c1)OCC1CCCCN31 (stereo not given)
#32 COc1ccc(S(=O)(=O)N(C)C)cc1NC(=O)COC(=O)C1CC1

Compound,25,26,27,28,29,30,31,32
CHRM5 antagonist,-1,-6,4,7,5,-10,-3,3
CHRM1 antagonist,-11,0,-13,-15,-1,-14,35,-4
CRFR2-BP ag,-2.3,5.4,-1.6,2.4,-1.6,-0.2,-3.0,7.4
CHRM1 PAM,0,-3,-8,12,13,11,-28,4
M5 PAM,5,-4,-7,9,-1,-1,-10,-5
M4 antag,-1,-5,-1,5,-3,-2,12,-4
M4 PAM,-2,3,-6,7,0,1,-19,15
M5 ag,4,1,-1,1,-3,5,-7,0
M4 ag,1,2,6,1,0,-1,2,3

#33 Cc1c(-n2c(SCC(=O)NC(C)C)nc3ccccc3c2=O)c(=O)n(-c2ccccc2)n1C
#34 CC(C)NC(=O)CSc1nc2ccccc2n1CC(=O)N(C(C)C)C(C)C
#35 Cc1ccc2c(c1)C(=O)CCN2
#36 COc1cccc(-n2c(SCc3c(C)noc3C)nnc2-c2cccc(S(=O)(=O)N(C)C)c2)c1
#37 COc1ccc(CNC(=O)CN2C(=O)C3CCCN3c3ncc(Cl)cc32)cc1 (stereo not given)
#38 COCCNC(C)C(=O)C12CC3CC(CC(C3)C1)C2 (stereo not given)
#39 FC(F)(F)c1cccc(-n2cccc2/C=N/n2cnnc2)c1
#40 Cc1ccc(S(=O)(=O)N2CCN(c3ccc([N+](=O)[O-])cn3)CC2)cc1

Compound,33,34,35,36,37,38,39,40
CHRM5 antagonist,4,5,-9,-2,17,-1,1,16
CHRM1 antagonist,-15,-7,-32,12,-3,-29,0,-1
CRFR2-BP ag,3.5,-0.3,8.4,-0.5,5.3,0.0,-1.6,-1.0
CHRM1 PAM,10,12,7,-3,-3,16,0,3
M5 PAM,4,3,7,5,-1,5,-2,-7
M4 antag,-3,-5,10,-6,-12,7,-2,10
M4 PAM,2,0,6,-5,7,8,-6,-16
M5 ag,0,3,3,-11,-2,1,2,-3
M4 ag,0,0,0,2,0,2,0,0

2 compounds drawn at random from the list so far, as already listed:
#39 FC(F)(F)c1cccc(-n2cccc2/C=N/n2cnnc2)c1
#40 Cc1ccc(S(=O)(=O)N2CCN(c3ccc([N+](=O)[O-])cn3)CC2)cc1

Compound,39,40
CHRM5 antagonist,1,16
CHRM1 antagonist,0,-1
CRFR2-BP ag,-1.6,-1.0
CHRM1 PAM,0,3
M5 PAM,-2,-7
M4 antag,-2,10
M4 PAM,-6,-16
M5 ag,2,-3
M4 ag,0,0

Next section.
#41 O=C(NCC(c1ccco1)N1CCN(c2ccccc2F)CC1)c1ccc2c(c1)OCO2 (stereo not given)
#42 CCN(C(=O)COC(=O)c1cc(-c2ccccc2)nc2c1c(C)nn2-c1ccccc1)C1CCS(=O)(=O)C1 (stereo not given)
#43 NS(=O)(=O)c1ccc(CCNC(=O)COC(=O)/C=C/c2ccc(Cl)cc2)cc1
#44 O=C(C1CCN(S(=O)(=O)c2cccc3nonc23)CC1)N1CCCCC1
#45 CSc1ccc(CN2CCC(Oc3cccc(C(=O)N4CCCC4)c3)CC2)cc1
#46 CCCCN(C(=O)NC(=O)Nc1cccc(C)c1C)S(C)(=O)=O
#47 O=C(Nc1ccccc1C(F)(F)F)c1cc(S(=O)(=O)N2CCC3(CC2)OCCO3)ccc1F
#48 O=c1c2ccccc2c(C=Nc2cccc(O)c2)c(O)n1-c1ccc2c(c1)OCO2

Compound,41,42,43,44,45,46,47,48
CHRM5 antagonist,7,0,9,12,69*,12,-5,9
CHRM1 antagonist,-2,-5,6,-5,75*,-1,-2,10
CRFR2-BP ag,-0.5,1.3,0.5,-0.1,-0.9,14,-1.5,-0.5
CHRM1 PAM,-1,3,-3,7,-23,13,-1,-3
M5 PAM,-2,-3,-7,-4,-17,-3,-1,-8
M4 antag,11,3,-3,0,55*,5,-8,5
M4 PAM,-3,-9,-5,-7,-16,1,0,6
M5 ag,-1,-2,-2,-3,-7,7,2,9
M4 ag,1,2,9,1,5,7,2,11

#49 Clc1ccc(C2Nc3ccccc3-n3cccc32)cc1 (stereo not given)
#50 COc1ccc(OC)c(NC(=O)C2(C)CCN2C(=O)CCC2CCCC2)c1 (stereo not given)
#51 C(=N\n1cnnc1)/c1ccc(OC2CSC2)cc1
#52 CN(C)CCN(Cc1ccccc1)S(=O)(=O)c1csc(C(N)=O)c1
#53 CCOC(=O)N1CCN(C(=O)c2cc(C)c3c(C)nn(-c4ccccc4)c3n2)CC1
#54 CCOC(=O)COc1ccc2c(c1)c(C(=O)OCC)c(C)n2CC
#55 O=C(COc1ccccc1)NCC(=O)NC1CCCCC1

Compound,49,50,51,52,53,54,55
CHRM5 antagonist,1,0,-1,1,1,16,8
CHRM1 antagonist,-14,-19,-27,-7,10,-1,-13
CRFR2-BP ag,1.7,x,1.2,3.3,-1.4,-1.4,1.9
CHRM1 PAM,3,10,3,11,-6,3,11
M5 PAM,0,-3,-1,2,0,-4,-3
M4 antag,6,-14,2,-10,8,6,-2
M4 PAM,5,-3,0,6,3,1,3
M5 ag,0,2,0,-3,-1,-2,0
M4 ag,-1,5,0,1,0,2,4

Source: PubChem BioAssay (several laboratories)
